Screening results (PubChem)
Mdm2 ligase inh – MDM2-luciferase reporter signal enhancers, primary screen, MDM2 E3 ligase inhibitor project, cell-based, luminescence, 1536-well. E3 ubiquitin-protein ligase Mdm2 (Homo sapiens), Q00987. cell-based MDM2 ubiquitination luciferase reporter, 2 h; 0 = plate control, 100 = twice control, blank-subtracted. signal enhancement, % at 5 µM. actives 0.11% (n = 210,000). AID 1230, 2008;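 active means signal enhancement of 30% or more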;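 further: luminescence tracks abundance of the self-degrading MDM2-luciferase fusion protein; higher signal means inhibition of MDM2 E3 ligase activity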
Target sequence (Q00987 whole entry, looked up, the tested form may be a part): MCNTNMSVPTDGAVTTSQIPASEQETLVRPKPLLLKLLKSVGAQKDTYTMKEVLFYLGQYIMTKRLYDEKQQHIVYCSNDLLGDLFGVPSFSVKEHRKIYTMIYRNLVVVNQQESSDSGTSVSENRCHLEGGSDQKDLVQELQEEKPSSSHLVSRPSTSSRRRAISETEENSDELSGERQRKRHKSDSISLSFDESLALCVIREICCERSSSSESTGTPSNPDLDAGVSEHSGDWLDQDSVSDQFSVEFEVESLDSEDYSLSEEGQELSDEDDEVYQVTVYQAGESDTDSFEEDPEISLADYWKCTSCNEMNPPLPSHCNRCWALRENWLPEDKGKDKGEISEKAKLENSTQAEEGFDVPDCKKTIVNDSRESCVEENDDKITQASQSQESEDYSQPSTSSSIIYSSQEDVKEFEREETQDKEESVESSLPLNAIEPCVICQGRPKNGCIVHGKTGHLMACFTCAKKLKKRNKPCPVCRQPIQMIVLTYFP
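Material: Stable MDM2–luciferase fusion reporter cells | Amount: 2000 cells seeded into each well | Dosing: One concentration, 5 µM, with 0.2% DMSO | Incubation: 4 h cell settling then 2 h compound exposure, 37 °C | Measured by: Luciferase luminescence | Read-out basis: % enhancement relative to plate controls after blank subtraction | Benchmarks: Control and blank well means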
TRPN1 ag – zebrafish TRPN1 channel agonists, primary screen, cell-based, HEK293, calcium fluorescence. transient receptor potential cation channel N1 (TRPN1/NompC), Danio rerio. HEK293 zebrafish TRPN1-YFP, Fluo-8 calcium fluorescence; 100% = response to 87 µM carbachol. activation, % at 3 µM. actives 0.18% (n = 220,000);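 active means activation above its plate's cutoff, the mean activation of test wells on that plate plus 3 SD, cut at about 19% in these data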;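 further: 0% = DMSO alone and 100% = 87 µM carbachol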
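Material: zebrafish TRPN1-YFP in HEK293 cells; Doses: single test compound dose, 3 µM nominal, 0.3% DMSO; Timing: dye loading 1 h at 37 °C, then 30 min room temperature; Technique: intracellular calcium fluorescence with Fluo-8; Benchmarks: high carbachol 87 µM, low DMSO alone.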
CHOP inhibitor – inhibitors of CHOP promoter induction, primary screen, cell-based, unfolded protein response, luciferase reporter. inhibition, % at 10 µM. CHO-K1 CHOP-promoter luciferase, tunicamycin-induced, 15-18 h. actives 3.8% (n = 220,000);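 active means compounds that reduced the stress-induced luciferase reporter signal by more than about 70% of percent inhibition, limit read from the data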;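 further: 0% = tunicamycin plus vehicle and 100% = wells without tunicamycin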
TRPML3 agonist – human TRPML3 channel agonists, primary screen, cell-based, HEK293 TRPML3-YFP, Fluo-8 calcium fluorescence, 3 µM | Mucolipin-3 (Homo sapiens), Q8TDD5 | 100% = the carbachol control signal | activation, % at 3 µM | actives 0.29% (n = 220,000) | AID 1448, 2008;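 active means activation above its plate's cutoff, the mean activation of the plate's test wells plus 3 SD, cut at about 12% in these data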;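 further: 0% = DMSO only wells and 100% = carbachol wells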
Target sequence (Q8TDD5 whole entry, looked up): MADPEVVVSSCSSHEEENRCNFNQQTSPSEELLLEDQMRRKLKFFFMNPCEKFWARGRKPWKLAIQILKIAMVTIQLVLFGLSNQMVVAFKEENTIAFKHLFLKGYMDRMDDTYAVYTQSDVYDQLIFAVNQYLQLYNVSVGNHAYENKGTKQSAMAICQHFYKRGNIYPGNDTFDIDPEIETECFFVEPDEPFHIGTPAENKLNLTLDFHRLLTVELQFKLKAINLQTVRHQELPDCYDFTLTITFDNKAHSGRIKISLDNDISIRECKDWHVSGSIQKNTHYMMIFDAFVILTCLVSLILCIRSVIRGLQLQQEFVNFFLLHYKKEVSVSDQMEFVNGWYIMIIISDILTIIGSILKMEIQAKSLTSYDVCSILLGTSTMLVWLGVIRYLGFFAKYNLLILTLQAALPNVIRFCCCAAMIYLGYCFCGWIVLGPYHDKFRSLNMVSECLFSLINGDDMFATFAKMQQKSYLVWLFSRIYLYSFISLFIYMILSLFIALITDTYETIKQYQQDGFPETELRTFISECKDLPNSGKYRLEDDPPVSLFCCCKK
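system = HEK293 cells stably carrying human TRPML3-YFP | doses = one concentration, 3 µM nominal, 0.3% DMSO | timing = dye loading 1 h 37 °C then 30 min ambient, 125 s read | detection = Fluo-8 calcium dye fluorescence, ex 470-495, em 515-575 nm | benchmarks = high control carbachol 87 µM, low control DMSO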
EBV gp42 block – Epstein-Barr virus gp42 inhibitors, primary screen, biochemical, uHTS, fluorescence polarization; Fluorescence polarization binding assay, mP read-out; inhibition, % (tested at 21.74 µM); Glycoprotein 42 (Epstein-Barr virus (strain AG876)), Q1HVG2; actives 0.42% (n = 220,000); in the data active means inhibition above about 50%
NCF1 inh – p47phox/p22phox peptide binding inhibitors, primary screen, biochemical, uHTS, NADPH oxidase regulatory subunit. Neutrophil cytosol factor 1 (Homo sapiens), P14598. fluorescence polarization, 2 h. inhibition, % at 24.7 µM. actives 0.53% (n = 220,000). AID 1274, 2008;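 active means inhibition above about 30%, limit read from the data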;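 further: 0% = p47phox with labelled peptide and 100% = labelled peptide alone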
Runt-SMMHC FRET – inhibitors of RUNX1 Runt–CBFb-SMMHC binding, primary screen, biochemical, FRET, Cerulean-Runt, Venus-CBFb-SMMHC, uHTS | inhibition, % at 20 µM | Cerulean-Runt/Venus-CBFb-SMMHC FRET ratio 530/480, 1 h | actives 0.74% (n = 220,000) | AID 1434, 2008;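 active means mean inhibition across duplicate retests at 20 µM reaching about 50%, limit read from the data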;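 further: 0% = DMSO wells and 100% = wells with excess untagged CBFb-SMMHC; inhibitors lower the FRET ratio by blocking Runt binding to CBFb-SMMHC; some results filed as inactive read as strong as hits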
TNF necrop inh – inhibitors of TNF-alpha triggered necroptosis, primary screen, cell-based, Jurkat FADD-/-, single concentration. Jurkat FADD-/- TNF necroptosis rescue, ATP luminescence, 24 h; 0 = TNF only, 100 = no-TNF cells. actives 0.068% (n = 220,000). activation (protection from cell death), % at 10 µM;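 active means activation, meaning protection from cell death, of at least 50% relative to plate controls; inactive means activation below 50%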;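 further: necroptosis triggered by 40 ng/mL TNF-alpha added together with compound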
PPC-1+TRAIL kill – compounds killing PPC-1 cancer cells with TRAIL present, primary screen, TRAIL potentiator project, ATPLite luminescence, uHTS. AID 1443, 2008. actives 0.41% (n = 220,000). PPC-1 cells + TRAIL, ATPLite viability luminescence. cell killing (% activity), % at 4 µM;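 active means cell killing above 50% in the first pass at 4 µM, then a duplicate retest at 5 µM averaging 50% or more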;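 further: plate controls were cells with TRAIL plus DMSO for no effect and medium-only wells lacking cells for full effect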
* = called active by the depositor; · = not tested or not shown.

SMILES | Mdm2 ligase inh | TRPN1 ag | CHOP inhibitor | TRPML3 agonist | EBV gp42 block | NCF1 inh | Runt-SMMHC FRET | TNF necrop inh | PPC-1+TRAIL kill
N#Cc1cc(C(=O)c2ccccc2OCC(=O)Nc2ccccc2)cn(C2CCCCC2)c1=O | -7 | -0.1 | 36 | -0.3 | 0 | -9 | -2 | 0.5 | -1
O=C(CN1CC(=O)Oc2ccccc21)NCc1ccco1 | -7 | -0.3 | 16 | -0.3 | 0 | -9 | 3 | -2.7 | 4
CCO[C@@H]1OC(C(=O)N2CCOCC2)=C[C@H](c2ccccc2)[C@H]1CCCO | · | -0.5 | 14 | 0.3 | -8 | 7 | 0 | 0.3 | 14
CC1CCN(S(=O)(=O)c2ccc3nc(-c4ccccn4)cc(C(=O)NCCN(C)Cc4ccccc4)c3c2)CC1 | -89 | 0.6 | 36 | -0.2 | -5 | 19 | 6 | -2.9 | 20
CCOP(C)(=O)C1(C(=O)OCc2ccccc2)CC1 (centres undefined) | -20 | -0.8 | 10 | 0.9 | -21 | 0 | 3 | 3.2 | 6
CCOC(=O)C1(Cc2cccc(OC)c2)CCCN(C(=O)c2cc(C)[nH]n2)C1 (centres undefined) | -22 | -0.6 | -20 | -0.1 | -19 | -3 | · | 0.6 | ·
CC(=O)N/N=C(\C)c1ccc2c(c1)OCCO2 | -23 | 1.8 | -4 | 2.0 | -12 | -13 | 2 | 0.5 | 34
CC(=O)N(Cc1ccc(F)cc1)C1=C(NCc2ccccc2)C(=O)c2ccccc2C1=O | -7 | -1.3 | · | -0.7 | 2 | -2 | -2 | -24 | 46
O=C(CCC1CCCN(c2ncccn2)C1)N1CCN(c2ccccn2)CC1 (centres undefined) | -13 | 1.5 | 0 | 0.4 | -6 | 1 | 2 | -0.9 | -15
CC(C)=CCCC(C)CN1CCC(N2CCC(C(=O)NC(C)C)CC2)CC1 (centres undefined) | -14 | 1.1 | -6 | 0.1 | -10 | -14 | 1 | -0.1 | 9

The list goes on, starting with the last four of the part before.
SMILES | Mdm2 ligase inh | TRPN1 ag | CHOP inhibitor | TRPML3 agonist | EBV gp42 block | NCF1 inh | Runt-SMMHC FRET | TNF necrop inh | PPC-1+TRAIL kill
CC(=O)N/N=C(\C)c1ccc2c(c1)OCCO2 | -23 | 1.8 | -4 | 2.0 | -12 | -13 | 2 | 0.5 | 34
CC(=O)N(Cc1ccc(F)cc1)C1=C(NCc2ccccc2)C(=O)c2ccccc2C1=O | -7 | -1.3 | · | -0.7 | 2 | -2 | -2 | -24 | 46
O=C(CCC1CCCN(c2ncccn2)C1)N1CCN(c2ccccn2)CC1 (centres undefined) | -13 | 1.5 | 0 | 0.4 | -6 | 1 | 2 | -0.9 | -15
CC(C)=CCCC(C)CN1CCC(N2CCC(C(=O)NC(C)C)CC2)CC1 (centres undefined) | -14 | 1.1 | -6 | 0.1 | -10 | -14 | 1 | -0.1 | 9
COc1ccccc1NC(=O)Cn1ncc2c1-c1ccccc1OC2 | -15 | 1.2 | 16 | -0.3 | -6 | 2 | 0 | -0.1 | 1
CC1(C)CC(=O)CC(=Nc2ccc3[nH]c(=O)[nH]c3c2)C1 | -19 | 0.0 | 56 | 1.2 | -21 | -1 | 3 | 0.8 | 0
Brc1ccc(-c2csc(-c3c[nH]c4ccccc34)n2)cc1 | -1 | 0.7 | -45 | -0.2 | 13 | -12 | -2 | 0.1 | 17
Cc1ccc(NC(=O)COC(=O)/C=C/c2ccco2)cc1S(=O)(=O)N(C)C | -6 | 0.5 | -4 | 0.0 | -10 | -6 | 18 | 1.2 | 4
Cc1ccccc1N=C1SC(CC(=O)Nc2ccc3ccccc3c2)C(=O)N1Cc1ccccn1 (centres undefined) | 1 | 0.2 | 25 | 0.3 | -24 | -85 | 0 | 2.5 | 2
COc1cccc(NC(=O)c2cc([N+](=O)[O-])ccc2N2CCN(C)CC2)c1 | 19 | 1.0 | -14 | 0.9 | -8 | -4 | · | 1.7 | ·
CCOC(=O)C(C)(C)C(=O)C(C)(C)C(O)c1ccccn1 (centres undefined) | -14 | 1.8 | -13 | 0.6 | 2 | -3 | -2 | 6.1 | -13
CCN1CCN(C(=O)c2ccc(CS(=O)(=O)Cc3ccccc3F)o2)CC1 | -28 | -0.2 | 21 | 1.1 | -9 | 3 | -4 | -0.1 | -2
CCCCCCn1cnc2c(oc3nc4c(cc32)CCCC4)c1=O | -5 | 0.8 | -13 | 0.8 | -14 | -42 | -3 | 5.5 | 1
Cn1c(CN2CCOCC2)c(C#N)c2ccccc21 | -2 | 0.9 | 3 | 0.9 | -9 | -5 | -4 | -3.4 | 2
CCOC(=O)N1CCC(n2c(SCC(=O)Nc3nccs3)nc3ccsc3c2=O)CC1 | -15 | 0.8 | -5 | 0.3 | -9 | -12 | 1 | -2.7 | 4
CC1C=CCC2C(=O)N(c3ccc(Cl)cc3O)C(=O)C12 (centres undefined) | -12 | 2.8 | -37 | -0.4 | -5 | -5 | 0 | 1.4 | 10
Cc1ccccc1CSc1nnc(C)c(=O)n1N | -36 | -1.9 | 8 | 0.2 | -18 | -7 | -4 | -0.5 | 6
O=C(CSc1cn(CCNC(=O)c2cccs2)c2ccccc12)NC1CCCC1 | -7 | 0.4 | 60 | -0.3 | -19 | -16 | -2 | -0.6 | 16
CC(=O)c1cc(CN2CCN(Cc3ccccc3)C(CCO)C2)cs1 (centres undefined) | -13 | 0.8 | 3 | 0.0 | 11 | 0 | -2 | 0.8 | 6
Cn1nccc1C(=O)Nn1cnnc1 | -8 | 0.8 | 28 | 0.6 | -3 | 2 | 4 | 0.4 | 7
COc1ccc(CC(=O)O/N=C(\N)c2ccncc2)cc1 | -5 | 0.5 | -6 | -0.2 | -18 | -11 | 0 | 0.7 | -10
COc1ccccc1C(=O)N/C(N)=N/c1nc2ccccc2o1 | -15 | -0.6 | 54 | -0.4 | -25 | -123 | 3 | 0.2 | -3
CSc1nc2nc3c(c(=O)n2[nH]1)CCCC3 | -2 | 0.1 | 31 | 0.2 | -4 | -10 | 1 | -0.9 | -8
CCOc1ccc(C(CC(=O)O)NC(=O)c2sc3ccccc3c2Cl)cc1 (centres undefined) | -8 | -0.1 | -1 | 0.5 | -11 | -1 | -3 | 2.2 | 19
COc1ccccc1CNC(=O)[C@@H]1CCCN1C(=O)C1CCN(S(=O)(=O)c2ccc(C)cc2)CC1 | -27 | -0.4 | 12 | 0.7 | -20 | -22 | 3 | 0.0 | 18
CCN(CC)C(=O)c1ccc(COc2ccccc2Cl)cc1 | 8 | -1.4 | 59 | 0.1 | -2 | -16 | -3 | 3.0 | -2
Cc1cccc(N(CC(O)CON=C2c3ccccc3-c3ccccc32)S(C)(=O)=O)c1 (centres undefined) | -20 | -0.6 | 70* | 0.9 | 6 | 2 | 1 | -1.3 | 0
NC(=O)COc1ccc2c3c(c(=O)oc2c1)CCCCC3 | -4 | 0.2 | -1 | 0.0 | -16 | -1 | -11 | -0.3 | 16
O=S(=O)(NC1=NCCCCC1)c1ccccc1Cl | -16 | 2.6 | -3 | 0.9 | -12 | -15 | 2 | 0.4 | 1
NC(=O)COC(=O)c1ccc(C(=O)C(=O)c2ccccc2)cc1 | 0 | 0.1 | 10 | 0.3 | -10 | -4 | -3 | -0.1 | 36
Cc1ccccc1N1C(=O)C2C3CC(=O)C(c4ccccc43)C2C1=O (centres undefined) | 1 | -2.3 | 17 | 0.5 | 4 | -6 | -1 | 1.2 | 9
Brc1ccc(CNc2nc3ccccc3n2CCN2CCCCC2)cc1 | -12 | -2.6 | -8 | 0.7 | -10 | -15 | 1 | 1.3 | 21
Cc1nn(C(C)C(=O)Nc2ccc(Cl)cn2)c(C)c1[N+](=O)[O-] (centres undefined) | -4 | 0.0 | 17 | -1.0 | -8 | -7 | -3 | -0.9 | 6
CCOC(=O)C1=C(C)Nc2ncnn2C1c1ccc2c(c1)OCO2 (centres undefined) | -34 | 0.0 | 23 | 0.1 | -17 | -5 | -1 | -2.1 | 9
CCOC(=O)C1CCN(c2ncnc3c2c(-c2ccccc2)cn3-c2ccc(C)cc2)CC1 | 1 | -0.7 | 41 | 0.7 | -7 | 0 | 0 | 0.2 | -5
Cn1c(N2CCCCC2)cc(=O)n(C)c1=O | -23 | 2.0 | -2 | 0.7 | -1 | -6 | 1 | -0.3 | -20
Cc1ccccc1CN(C)CC(=O)NC(C)CCc1ccccc1 (centres undefined) | 3 | -2.4 | 22 | -0.2 | -5 | -11 | -3 | -0.2 | 12
O=C(C1CC1)N1CCc2cc(Br)cc(S(=O)(=O)NCc3ccccn3)c21 | -1 | 0.7 | 60 | 0.3 | -8 | -15 | -2 | 4.9 | 47
COc1ccc(Nc2cccccc2=O)cc1 | -13 | -0.7 | 5 | -0.5 | -3 | -4 | 2 | 0.2 | 7
CC(=O)c1c(N2CCN(Cc3ccc4c(c3)OCO4)CC2)nc(=S)n(-c2ccccc2)c1C | -17 | 0.1 | 21 | 0.9 | -23 | -6 | 1 | -0.1 | 4
CCOC(=O)c1cc(-c2ccccc2)nc2c1c(C)nn2-c1ccccn1 | -9 | -1.5 | 103* | -0.3 | -17 | -8 | 1 | -2.5 | -2
O=C(CSCC(=O)NC1CC1)Nc1ccccc1 | -8 | -1.2 | 17 | 0.2 | 20 | -3 | -1 | 2.0 | -1
CSc1nsc(SC)c1C(=O)N1CCN(S(=O)(=O)c2ccc(C)cc2)C1C(C)C (centres undefined) | -3 | -0.8 | 18 | 46* | -6 | 4 | -4 | -1.9 | 20
C=CCNS(=O)(=O)c1ccc(OCC(=O)OCC)cc1 | -20 | -0.1 | 26 | 0.7 | -20 | -5 | 1 | -2.0 | -5
N#CC(C#N)=NNc1ccc(S(=O)(=O)N2CCCCC2)cc1 | -20 | 0.9 | 17 | 1.3 | -8 | -39 | -10 | 1.4 | 13
O=C(c1ccc(Cl)cc1)C1CCN(C(=O)NC2CCCCC2)CC1 | -18 | 5.7 | 12 | 2.5 | -13 | -10 | 1 | -1.2 | 8
